From PubChem BioAssay
Pol iota inh = inhibitors of human DNA polymerase iota | Pol iota fluorescent replication assay, 10 min | Potency, µM (titrated, usually from 115 µM), for the others: at the highest dose activity, negative = inhibition, actives largely listed as inhibitors | 1% of 390,000 active | AID 588590
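Pol iota at 10 nM preincubated 15 min with compounds at room temperature; reaction started with fluorescent substrate, 50 nM final. Fluorescence read kinetically at 0 and 10 min; buffer-only wells as negative control.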
Pin1 inhibitor = human Pin1 inhibition | Pin1 FP peptide displacement, HiFluor488, 10 min | 0.009% of 390,000 active | Potency, µM (top dose mostly 115 µM), inactives show top-dose activity, negative = inhibition, hits mostly inhibitors; active means well fitted inhibition curve with a large enough effect in the polarisation, with a control signal flat, not every such curve was filed as active; inconclusive means small, poorly fitted or top-dose-only effect, or effect the other way, or a change in a side signal; inactive means no such curve, though single readings can be large or run the other way; the % refers to the polarisation; further: on the % scale 0 is the no-effect control and ±100 the full control effect
Tb PGK inh = inhibitors of T. brucei phosphoglycerate kinase; P07378; PGK/GAPDH coupled, Kinase-Glo luminescence, 60 min; Potency, µM (series often up to 57.5 µM), for inactives: at the top dose activity change, negative = inhibition, most hits filed as inhibitors; 0.043% of 380,000 active; AID 602233; further: on the % scale 0 is the no-effect control and ±100 the full control effect; nearly all actives have a fitted effect of over 60% in size
Target sequence (P07378 whole entry, looked up): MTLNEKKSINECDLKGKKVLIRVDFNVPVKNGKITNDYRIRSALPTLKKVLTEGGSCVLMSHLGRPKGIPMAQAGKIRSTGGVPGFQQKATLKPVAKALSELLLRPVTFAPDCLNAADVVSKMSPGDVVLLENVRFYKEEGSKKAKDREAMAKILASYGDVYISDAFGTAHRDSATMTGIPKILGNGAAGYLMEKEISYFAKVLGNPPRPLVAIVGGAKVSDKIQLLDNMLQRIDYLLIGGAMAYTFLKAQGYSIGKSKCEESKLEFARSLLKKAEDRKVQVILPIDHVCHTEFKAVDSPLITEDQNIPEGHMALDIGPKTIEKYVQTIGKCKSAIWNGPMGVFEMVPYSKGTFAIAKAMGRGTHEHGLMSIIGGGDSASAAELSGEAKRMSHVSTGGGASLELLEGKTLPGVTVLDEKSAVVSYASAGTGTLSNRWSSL
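Recombinant glycosomal PGK reaction used 1,3-bisphosphoglycerate generated in-well by GAPDH (100nM final) in 100mM TEA pH 7.6, 5mM MgCl2, 0.01% Tween-20. After 60 minutes at room temperature, ATP was read by Kinase-Glo Plus luminescence end-point.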
HP1b chromo inh = HP1-beta chromodomain-methylated histone interaction inhibition; AlphaScreen HP1-beta / biotin-H3K9me3 peptide binding; AID 540317; Potency, µM (series often up to 114 µM), for inactives: top-dose activity change, negative = inhibition, actives largely listed as inhibitors; P83916; 0.56% of 390,000 active; further: nearly all actives have a fitted effect of over 70% in size; inactives centre near 23
Target sequence (P83916 whole entry, looked up): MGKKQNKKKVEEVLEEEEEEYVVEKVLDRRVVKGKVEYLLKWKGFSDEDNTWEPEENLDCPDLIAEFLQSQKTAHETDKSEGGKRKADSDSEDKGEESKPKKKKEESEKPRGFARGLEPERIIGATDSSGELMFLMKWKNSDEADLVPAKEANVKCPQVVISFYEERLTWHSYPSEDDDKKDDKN
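HP1-beta protein (50 nM final) preincubated 30 min at room temperature with biotinylated H3(1-18)K9me3 peptide (50 nM) in PBS pH 7.4, 0.01% Tween-20, then compound added for 30 min. AlphaScreen streptavidin donor/nickel chelate acceptor beads (10 ug/mL final), 30 min dark, luminescence read.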
BLM inh = Bloom syndrome helicase (human) inhibition; P54132; recombinant BLM DNA unwinding, fluorescence dequenching; Potency, µM (series often up to 56.1 µM), for inactives: at the highest dose activity change, negative = inhibition, hits mostly inhibitors; 0.2% of 350,000 active; AID 2528;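 further: plate controls were vehicle for no effect and no enzyme for full effect; nearly all actives have a fitted effect of over 35% in size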
GLS inhibitor = inhibitors of human glutaminase (GLS); O94925; GLS enzymatic activity, qHTS titration; Potency, µM (doses to about 45.5 µM), without a hit: at the top dose activity change, negative = inhibition, most hits filed as inhibitors; 0.21% of 410,000 active; further: on the % scale 0 is the no-effect control and ±100 the full control effect
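Compounds were pin-transferred onto hKGA, after which L-glutamine (1 mM solution) and a detection mix of glutamate oxidase, HRP and Amplex Red were added. Initial and 30 min RT fluorescence reads were collected.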
BAZ2B inh = blocks human BAZ2B | AlphaScreen BAZ2B-H3K14Ac peptide displacement | Q9UIF8 | 4.4% of 360,000 active | Potency, µM (titrated, usually from 114 µM), inactives show at the highest dose activity change, negative = inhibition, usual class: inhibitors | AID 504333; further: on the % scale 0 is the no-effect control and ±100 the full control effect; nearly all actives have a fitted effect of over 60% in size
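BAZ2B 50 nM plus b-H3(5-23)K14Ac 50 nM, PBS pH 7.4/0.01% Tween-20, 30 min RT; compound added (max 110 uM), 30 min RT; streptavidin donor/Ni-chelate acceptor beads 10 ug/mL final, 20 min dark; AlphaScreen read.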
G9a inh = inhibitors of human histone lysine methyltransferase G9a; G9a H3K9 monomethylation, AlphaScreen, 2 h; Potency, µM (highest dose often 102 µM), without a hit: top-dose activity, negative = inhibition, hits mostly inhibitors; 8.8% of 350,000 active; AID 504332; further: on the % scale 0 is the no-effect control and ±100 the full control effect; nearly all actives have a fitted effect of over 75% in size
Target sequence (Q96KQ7 913-1193 limits assumed): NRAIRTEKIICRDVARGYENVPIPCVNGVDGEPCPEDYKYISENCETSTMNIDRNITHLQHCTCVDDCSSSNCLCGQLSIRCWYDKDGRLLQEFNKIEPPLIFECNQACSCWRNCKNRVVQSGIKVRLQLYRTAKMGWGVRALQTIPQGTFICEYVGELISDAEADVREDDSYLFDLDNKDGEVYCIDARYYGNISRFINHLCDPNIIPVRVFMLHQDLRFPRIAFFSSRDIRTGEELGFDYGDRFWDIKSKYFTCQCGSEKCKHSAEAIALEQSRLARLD
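Step 1: enzyme (final 20 nM) with compound, 15 min RT. Step 2: substrate peptide 500 nM and SAM 20 uM, 2 h RT. Step 3: anti-H3K9me1 antibody and AlphaScreen beads, 10 min, then plate read.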
JMJD2A Tudor inh = blocks the human JMJD2A Tudor domain. O75164. AlphaScreen JMJD2A-Tudor / H3K4me3 peptide binding. Potency, µM (highest dose often 114 µM), for the others: at the top dose activity change, negative = inhibition, usual class: inhibitors. 4.4% of 390,000 active; further: on the % scale 0 is the no-effect control and ±100 the full control effect; nearly all actives have a fitted effect of over 50% in size
* = called active by the depositor; i = inactive; ? = inconclusive; . = not tested or not shown; & = joins results of further samples; [ ] = dose if it differs, or a comment. Unless noted, the call rests on the fitted dose curve; in most records, active means well fitted curve in the direction sought with a large enough effect; inconclusive means small, poorly fitted or top-dose-only effect, or another doubt; inactive means no such curve, though single readings can be large; an effect the other way counts as inactive or inconclusive. Potency means the concentration at half of the fitted maximal effect.

SMILES	Pol iota inh	Pin1 inhibitor	Tb PGK inh	HP1b chromo inh	BLM inh	GLS inhibitor	BAZ2B inh	G9a inh	JMJD2A Tudor inh
ON=C(CCc1ccccc1)c1ccccc1	32%[activator]	0%	-13%	41%[activator]	.	-9%	.	.	16%
Clc1ccc(OCc2nnnn2-c2ccccc2)cc1	-4%	-2%	10%	18%	0%	-9%	0%	0%[59 µM]	-3%
CCCCCCCCS(=O)C1CCS(=O)(=O)C1 (configuration not stated)	7%	-3%	-10%	46%[activator]	-2%	0%	1%	40µM*	11%
O=C(Nc1cc(-c2ccccc2)nn1-c1c(Cl)cccc1Cl)c1ccc(F)cc1	-23%	1%	i	10%	.	-3%	.	.	-23%
COc1ccc(N2CCN(C(=O)c3cn(C)c4ccc(S(=O)(=O)N5CCOCC5)cc4c3=O)CC2)cc1	8%&25%	2%&0%	-6%&-2%	36%&-1%	2%&1%	37%&41%[activator]	-6%	?	5%&-23%
CC(=O)Nc1cc2nn(-c3ccccc3)nc2cc1Cl	16%	-1%	1%	37%	4%	9%	10%	3%[12.7 µM]	-5%
COc1cc(OC)c(NC(=O)Cn2cnc3nc4c(cc3c2=O)CCCC4)cc1Cl	10%	-2%	-10%	14%[57 µM]	4%	11%	1%	14%[59 µM]	-12%
Cc1noc(C)c1CSc1nc2sc(C)c(C)c2c(=O)n1C1CCCC1	15%	?	-7%	28%	-2%	.	-1%	21%[59 µM]	4%
CSc1ccccc1C(=O)OCC(=O)Nc1ccc(N2CCOCC2)cc1	13%	-10%	i	5%	.	27%	.	.	-13%
Cc1ccc(C)c(CSC2=NCCN2C(=O)Cc2ccc([N+](=O)[O-])cc2)c1	-7%	39%[activator]	i	-1%	-6%	-13%	-36%	?	-27%
CCCS(=O)(=O)N1CCN(C(=O)c2ccccc2F)CC1	-13%	5%	5%	47%[activator]	6%	-10%	0%	16%[59 µM]	-15%
CC(C)COc1ccc(C(=O)Nc2ccc(S(=O)(=O)Nc3ncccn3)cc2)cc1	2%	1%	-6%	25%	-1%	1%	0%	-3%[59 µM]	-15%
Cc1ccc(-c2c[nH]c(=S)n2-c2ccccc2)cc1	4%	0%	-1%	-14%	1%	?	?	0.71µM*	?
CSc1ncc(C(=O)NCc2cccc(C)c2)c(-c2ccccc2)n1	7%	35%[activator]	0%	13%	-2%	-2%	-1%	4%[59 µM]	-17%
COc1ccc(OCC(=O)OCC(=O)N2CC(=O)Nc3ccccc32)cc1	-5%	-1%	9%	23%	-5%	-1%	-5%	-27%	-3%
CCCN(CC(=O)Nc1ccccc1C)C(=O)C1CCN(S(=O)(=O)c2cccc(C(F)(F)F)c2)CC1	27%	-1%	-1%	27%	.	-34%	1%	3%[0.501 µM]	-8%
CCCn1c(N)c(N(CCOC)C(=O)/C=C/c2cccc(Cl)c2)c(=O)[nH]c1=O	41%[activator]	-14%	i	15%	-2%	-2%	7%	-21%	-9%
CCCC(c1nnnn1CS(=O)(=O)c1ccc(C)cc1)N1CCN(c2ccc(F)cc2)CC1 (configuration not stated)	12%	0%	7%	16%	0%	13%	2%	-8%[12.7 µM]	-13%
Cc1csc2c(NC3CCN(Cc4ccccc4)CC3)ncnc12	42%[activator]	-4%	-3%	11%	4%	-18%	-3%	12%	-14%
Cc1ccc(C)c(N2CCN(C(=O)CCC(=O)Nc3ccc4nc(N5CCCCC5)cc(C)c4c3)CC2)c1	12%	22%	i	41%[activator]	-8%	-11%	2%	-32%[59 µM]	-10%
C/C(=C\c1ccccc1)C(=O)N1CCN(Cc2ccc3c(c2)OCO3)CC1	-18%	0%	-7%	21%	-8%	3%	-23%	-49%	0%
CC(C)CCNC(=O)NC(=O)COC(=O)/C=C/c1cccc([N+](=O)[O-])c1	190%[activator]	-5%	2%	27%	1%	-16%	-15%	-4%	-12%
C/C=C/c1cc(CN2CCN(c3ccccc3)CC2)c(O)c(OC)c1	-16%	0%	2%	-1%	-2%	11%	.	?	?
COc1ccc(Cl)cc1NC(=O)c1cn(C2CCCCC2)c(=O)c2c1c1ccccc1n2C	16%	8%	i	27%	-5%	-6%	-16%	2%[59 µM]	-18%
CS(=O)(=O)N(CCc1ccccc1)CC(=O)NCc1ccco1	-12%	-6%	-2%	10%	1%	-13%	3%	?	-13%
COc1ccc(NS(=O)(=O)c2cc(-c3cnc(C4CC4)o3)ccc2C)cc1	0%	8%	-1%	0%[57 µM]	-5%	-5%	?	50µM*	?
N#Cc1ccc(CN2CCN(C(=O)c3ccc(S(=O)(=O)N4CCCCCC4)cc3)CC2)cc1	35%[activator]	9%	i	35%	.	1%	13%	3%[12.7 µM]	-15%
CN(Cc1cccc(F)c1)C(=O)C1CC(=O)N(c2ccc3c(c2)OCCO3)C1 (configuration not stated)	-20%	32%[activator]	1%	44%[activator]	.	3%	.	.	1%
Cc1cccc(-n2c(C)c(-c3ccccc3)[nH]c2=S)c1	40%[activator]	2%	i	?	-3%	?	?	.	35µM*
Cc1cccc(N(C)S(=O)(=O)c2c[nH]c3ccc([N+](=O)[O-])cc23)c1	24%	5%	-11%	12%	-12%	-3%	?	.	?
C=C1CCN([C@H](C(=O)NCc2cc(OC)c(OC)c(OC)c2)C(C)C)S(=O)(=O)c2ccccc21	1%	-3%	i	36%	-1%	0%	-1%	?	-13%
CCC1(CC)C(=O)NC(=O)NC1=NCCc1c[nH]c2ccccc12	-2%[58.9 µM]	5%	2%	21%	-1%	16%	-2%	14%[59 µM]	-4%
COc1ccccc1NC(=O)CNC(=O)c1ccc([N+](=O)[O-])cc1	11%	-3%	2%	18%[57 µM]	-5%	-17%	-7%	-2%	-13%
CS(=O)(=O)c1cnc2c(S(=O)(=O)c3ccccc3)cnn2c1N	31%	0%	4%	1%	-2%	-13%	-25%	?	28µM*
Cc1cc(C)cc(NC(=O)CSc2nc3c(oc4ccccc43)c(=O)n2-c2ccccc2F)c1	25%	28%	3%	19%	-18%	7%	-5%	4%[59 µM]	-20%
COC(=O)CN1C(=O)N/C(=C/c2ccc(OC)c(C)c2OC)C1=O	76%[activator]	1%	1%	5%	-4%	20%	4%	5%	-9%
CN(C(=O)c1ccc(S(=O)(=O)N2CCCC2)cc1)C1CCCCC1	24%	7%	-1%	32%	2%	94%[activator]	0%	11%	-6%
Cc1ccc(N(CC(=O)Nc2ccc(C)c(Cl)c2)S(=O)(=O)c2cccs2)cc1	-5%	24%	-1%	47%[activator]	-9%	2%	.	-5%[59 µM]	8%
COc1ccc(C(=O)NCC2CCCO2)cc1S(=O)(=O)N1CCCc2ccccc21 (configuration not stated)	152%[activator]	-3%	1%	22%	1%	-4%	-12%	-1%	-5%
CC(=O)NC(CC(=O)OCC(=O)N1CCc2ccccc21)c1ccccc1 (configuration not stated)	0%	1%	i	24%	-3%	1%	-3%	?	-7%

Some entries already given with just Pin1 inhibitor, HP1b chromo inh and Tb PGK inh.
smiles | Pin1 inhibitor | HP1b chromo inh | Tb PGK inh
Cc1cc(C)cc(NC(=O)CSc2nc3c(oc4ccccc43)c(=O)n2-c2ccccc2F)c1 | 28% | 19% | 3%
CC(C)CCNC(=O)NC(=O)COC(=O)/C=C/c1cccc([N+](=O)[O-])c1 | -5% | 27% | 2%

Next section
SMILES	Pol iota inh	Pin1 inhibitor	Tb PGK inh	HP1b chromo inh	BLM inh	GLS inhibitor	BAZ2B inh	G9a inh	JMJD2A Tudor inh
Cc1occc1C(=O)NNC(=O)c1cccc(F)c1	103%[activator]	1%	-7%	25%	-3%	11%	-6%	5%	-14%[11.4 µM]
COc1ccccc1N1CCN(C(CNC(=O)C(=O)NCc2ccc(C)cc2)c2cccnc2)CC1 (configuration not stated)	11%	5%	4%	40%[activator]	2%	12%	-4%	-1%[59 µM]	-2%
CC(=O)c1ccc(S(=O)(=O)Nc2ccc(C(=O)N3CCC3)cc2)cc1	5%	1%	4%	25%	.	6%	2%	-35%	-4%
COc1ccccc1N1CCN(c2c3c(nc4nncn24)CCC3)CC1	1%	-9%	.	34%	0%	5%	-3%	-8%[59 µM]	-13%
O=C(CSC1=Nc2ccccc2C2=NC(c3ccccc3)C(=O)N12)NCC1CCCO1 (configuration not stated)	11%	1%	i	44%	-7%	?	15%	?	1%

Sorted by value in BAZ2B inh (rising): 5 of the compounds above.
SMILES	Pol iota inh	Pin1 inhibitor	Tb PGK inh	HP1b chromo inh	BLM inh	GLS inhibitor	BAZ2B inh	G9a inh	JMJD2A Tudor inh
CC(C)CCNC(=O)NC(=O)COC(=O)/C=C/c1cccc([N+](=O)[O-])c1	190%[activator]	-5%	2%	27%	1%	-16%	-15%	-4%	-12%
CCC1(CC)C(=O)NC(=O)NC1=NCCc1c[nH]c2ccccc12	-2%[58.9 µM]	5%	2%	21%	-1%	16%	-2%	14%[59 µM]	-4%
Cc1noc(C)c1CSc1nc2sc(C)c(C)c2c(=O)n1C1CCCC1	15%	?	-7%	28%	-2%	.	-1%	21%[59 µM]	4%
CC(C)COc1ccc(C(=O)Nc2ccc(S(=O)(=O)Nc3ncccn3)cc2)cc1	2%	1%	-6%	25%	-1%	1%	0%	-3%[59 µM]	-15%
CC(=O)c1ccc(S(=O)(=O)Nc2ccc(C(=O)N3CCC3)cc2)cc1	5%	1%	4%	25%	.	6%	2%	-35%	-4%

Not all compounds are listed (hit frequency here may not be typical).
